# Bioassay records from PubChem.
# TLR4-MyD88 BLA: inhibitors of human TLR4-MyD88 binding; inhibition, % at 8.4 µM; HeLa CL3-4 TLR4/MyD88 BLA complementation, FRET ratio; hit rate 0.18% among 200,000; AID 861; in the data active = inhibition above about 25%;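 also: 0% = vehicle and 100% = reference inhibitor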
# Target sequence (O00206 whole entry, looked up): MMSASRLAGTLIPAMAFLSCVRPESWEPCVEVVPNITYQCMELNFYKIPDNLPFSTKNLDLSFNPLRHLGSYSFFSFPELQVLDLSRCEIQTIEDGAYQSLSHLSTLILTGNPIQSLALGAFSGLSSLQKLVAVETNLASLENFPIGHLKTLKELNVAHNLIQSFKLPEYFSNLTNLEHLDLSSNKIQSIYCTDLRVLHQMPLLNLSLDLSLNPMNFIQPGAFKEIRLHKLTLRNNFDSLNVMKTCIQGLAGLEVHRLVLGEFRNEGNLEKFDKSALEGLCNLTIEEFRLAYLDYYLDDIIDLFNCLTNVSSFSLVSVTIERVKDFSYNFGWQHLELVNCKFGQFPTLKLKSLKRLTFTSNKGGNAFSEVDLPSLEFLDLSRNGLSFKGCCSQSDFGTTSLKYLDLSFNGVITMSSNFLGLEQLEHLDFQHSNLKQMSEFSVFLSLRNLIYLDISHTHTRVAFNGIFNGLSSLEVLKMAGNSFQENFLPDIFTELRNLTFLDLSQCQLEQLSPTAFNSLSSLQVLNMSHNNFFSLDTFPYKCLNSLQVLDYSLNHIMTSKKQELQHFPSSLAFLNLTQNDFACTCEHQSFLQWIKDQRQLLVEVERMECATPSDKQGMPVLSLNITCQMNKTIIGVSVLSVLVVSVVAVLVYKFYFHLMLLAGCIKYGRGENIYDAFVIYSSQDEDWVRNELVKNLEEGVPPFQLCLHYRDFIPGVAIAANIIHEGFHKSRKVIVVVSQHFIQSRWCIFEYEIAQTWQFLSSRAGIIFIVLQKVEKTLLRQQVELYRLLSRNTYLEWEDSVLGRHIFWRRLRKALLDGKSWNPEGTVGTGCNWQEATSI
# Target sequence (Q99836 whole entry, looked up): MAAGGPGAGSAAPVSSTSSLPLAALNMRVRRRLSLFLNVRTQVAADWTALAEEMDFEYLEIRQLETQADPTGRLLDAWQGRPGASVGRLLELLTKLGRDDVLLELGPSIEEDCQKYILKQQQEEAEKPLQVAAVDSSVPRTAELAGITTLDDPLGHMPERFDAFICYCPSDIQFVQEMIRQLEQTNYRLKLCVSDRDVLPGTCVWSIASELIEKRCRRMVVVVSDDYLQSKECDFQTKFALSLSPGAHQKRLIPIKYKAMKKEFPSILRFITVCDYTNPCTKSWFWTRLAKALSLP
# STAT3 activator: increases IL-6 driven STAT3 reporter signal; U3A cells, IL-6 STAT3-luciferase reporter, luminescence; 100% = signal with IL-6 EC80 alone; activation (% of control), % at 5.6 µM; hit rate 0.91% among 190,000; AID 871;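 active = activation above the screen-wide mean of compound activation plus 3 SD, cut at about 130% in these data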;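 also: 0% = background luminescence of wells with medium and substrate only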
#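 Material: STAT3-luciferase reporter U3A cells. Controls: IL-6-treated wells, 100% activation. Read-out: % activation versus median of IL-6-stimulated wells. Probe or stimulus: IL-6 stimulus at 33 ng/mL final. Timing: compound 1 h, then IL-6 6 h at 37 °C. Signal: reporter luminescence signal.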
# STAT1 activator: STAT1 signaling activation | NIH 3T3 STAT1-luciferase reporter, IFN-gamma, luminescence; 100% = IFN-gamma alone, no compound | activation (% of control), % at 5.5 µM | hit rate 2.6% among 200,000;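 active = activation above the screen-wide mean activation plus 3 SD, cut at about 130% in these data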;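 also: raw ratio to IFN-gamma control signal so 100% means no change and 0% no light; values of inactives mirror those of a sister screen read the other way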
# DTT redox prof: compounds producing H2O2 with reducing agent – biochemical, NIH compound library profiling, artefact control for MLSCN library redox annotation, primary screen | DTT-dependent redox cycling H2O2, phenol red/HRP absorbance; 100% = 100 µM peroxide control, 0% = buffer | activation, % at 10 µM | hit rate 0.03% among 200,000 | AID 878;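 active = activation of at least 50% relative to the plate's high and low controls in the primary single-dose screen; inactive = activation below 50%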;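 also: compound incubated with DTT at 0.8 mM final as the reducing agent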
# APP 5'UTR act: activates APP 5'UTR luciferase reporter | SH-SY5Y APP 5'UTR luciferase reporter, luminescence; zero percent = DMSO vehicle wells | activation, % at 2 µM | hit rate 1% among 190,000 | AID 1276;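 active = activation above a set limit, based on mean plus 3 SD of controls, cut at about 140% in these data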; also: values of inactives mirror those of a sister screen read the other way
# HMGR II inh: inhibitors of class II HMG-CoA reductase from Enterococcus faecalis | purified E. faecalis HMGR, NADPH absorbance 340 nm kinetic | AID 1066 | inhibition, % at 10 µM | hit rate 0.41% among 190,000;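 active = inhibition above a set limit, the median over all tested compounds plus 3 SD, cut at about 9.5% in these data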;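 also: enzyme runs in reverse so mevalonate oxidation gives rising NADPH absorbance; 0% = complete reaction with DMSO and 100% = background rate lacking mevalonate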
# NF-kB expr up: raises NF-kB expression in human neuronal cells | NF-kB reporter expression; active compounds read high | hit rate 1.6% among 190,000 | fold change at 12.5 µM; in the data active = fold change above about 3.3
# STAT1 blocker: reduces IFN-gamma driven STAT1 reporter signal; NIH 3T3 STAT1-luciferase reporter, luminescence; inhibition, % at 5.5 µM; hit rate 0.35% among 200,000;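 active = inhibition above a set limit, the mean inhibition across all tested compounds plus 3 SD, cut at about 34% in these data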;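 also: 0% = IFN-gamma with DMSO and 100% = IFN-gamma with 300 µM nifuroxazide; values of inactives mirror those of a sister screen read the other way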
# Hsp70 activator: Hsp70 transcriptional activation, primary screen; hit rate 0.04% among 200,000; HeLa Hsp70 promoter luciferase reporter, luminescence; scaled: vehicle 0, proteasome-inhibitor control 100%; activation, % at 10 µM;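 active = activation above the mean across all tested compounds plus 3 SD, cutoff set per campaign, cut at about 5.5% in these data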;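 also: 100% = MG132 at 30 µM as the positive control and 0% = DMSO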
# STAT3 blocker: STAT3 signaling inhibition; U3A cells, IL-6 STAT3-luciferase reporter, luminescence; host cell line lacks STAT1; inhibition, % at 5.5 µM; hit rate 0.89% among 190,000; AID 862;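 active = inhibition above the mean inhibition across all screened compounds plus 3 SD, cut at about 44% in these data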;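 also: 0% = DMSO only wells and 100% = 100 µM nifuroxazide control wells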
# * = called active by the depositor; . = not tested or not shown. Compounds as they come; overall some 5.6% were active at least once.
SMILES,TLR4-MyD88 BLA,STAT3 activator,STAT1 activator,DTT redox prof,APP 5'UTR act,HMGR II inh,NF-kB expr up,STAT1 blocker,Hsp70 activator,STAT3 blocker
O=C1c2nccnc2C(=O)N1c1ccc(F)cc1,-28,97,102,-1.0,-9,-2,1.1,-1,0.0,9
C=CCNC(=O)c1nc2ccccc2s1,-13,129,114,0.6,11,-4,0.98,-15,-0.2,-31
Cc1ccnc(NS(=O)(=O)c2ccc(NS(=O)(=O)c3ccccc3)cc2)n1,3,99,102,1.5,-9,9,0.97,-3,-0.4,2
CC(/C=C/c1ccco1)=N/NC(=O)OC(C)(C)C,12,108,99,-0.4,18,-3,1.1,1,0.0,-12
COc1cc(SC)ccc1C(=O)OCC(=O)NC1CCCCC1,-11,90,91,-1.5,33,3,1.2,7,-0.3,14
CCOc1cc(/C=N/NC(=O)COc2nc(C)cc(COC)c2C#N)ccc1O,-4,96,96,-0.1,1,1,0.97,4,-0.1,3
Cc1ccc(S(=O)(=O)N(C)Cc2cc3ccccc3[nH]c2=O)cc1,-1,94,99,2.3,1,-1,0.93,1,0.0,11
O=C(NCc1ccc(Cl)cc1)C(=O)NCC(c1cccnc1)N1CCN(c2ccc(F)cc2)CC1 (configuration not stated),-13,82,88,-2.0,6,2,0.95,12,-0.1,24
COc1ccc(-c2cc(C(=O)N3CCN(c4ccccc4OC)CC3)no2)cc1OC,-5,111,93,-0.2,30,0,1.2,6,0.0,-3
Cc1cc(C(=O)Nc2c[nH]c(=O)[nH]c2=O)ccc1[N+](=O)[O-],-15,108,107,0.0,-3,4,0.98,-8,-0.2,-4
O=C(O)c1ccc2c(=O)n(-c3ccccc3F)c(=S)[nH]c2c1,-3,108,92,-1.0,-3,2,1.7,7,0.2,2
O=C(Nc1ccccc1)/C(=C\c1ccncc1)NC(=O)c1ccccc1,1,109,100,-6.7,22,5,0.94,0,-0.1,-2
CCOC(=O)N1CCN(C(=O)c2cccn3c(=O)c4cc(Cl)ccc4nc23)CC1,3,102,104,-7.5,17,-12,1.1,-4,0.1,2
O=c1cc(O)c2c(=O)n(-c3ccccc3)c3c(c2o1)CCCCCC3,9,94,98,0.1,7,-7,1.8,3,-0.4,8
CCC1NC(=S)N(C2CCCCC2)C1=O (configuration not stated),9,107,102,1.6,-2,-6,1.2,-2,0.2,-2
CC1(c2cnc(Nc3ccccc3)s2)CCC(=O)O1 (configuration not stated),-2,95,98,0.5,3,0,1.6,2,-0.4,9
COc1ccc(NC(=O)NC(C)C2CC3CCC2C3)cc1 (configuration not stated),-20,98,114,-1.0,24,-7,1.3,-18,0.0,8
Cc1ccc(S(=O)(=O)N(C)c2ccc(N)cc2)cc1,9,106,107,0.0,-20,-4,1.5,-5,-0.4,-6
Nc1nc(-c2ccccc2)c(N=Nc2cccnc2)s1,2,92,88,0.2,-12,3,1,10,0.0,14
NS(=O)(=O)c1ccc(NC(=O)CSc2ncnc3ccccc23)cc1,-5,110,78,-0.1,2,0,1.1,23,-0.2,-7

# In the list so far, these have a halogen:
SMILES,TLR4-MyD88 BLA,STAT3 activator,STAT1 activator,DTT redox prof,APP 5'UTR act,HMGR II inh,NF-kB expr up,STAT1 blocker,Hsp70 activator,STAT3 blocker
O=C1c2nccnc2C(=O)N1c1ccc(F)cc1,-28,97,102,-1.0,-9,-2,1.1,-1,0.0,9
O=C(NCc1ccc(Cl)cc1)C(=O)NCC(c1cccnc1)N1CCN(c2ccc(F)cc2)CC1 (configuration not stated),-13,82,88,-2.0,6,2,0.95,12,-0.1,24
O=C(O)c1ccc2c(=O)n(-c3ccccc3F)c(=S)[nH]c2c1,-3,108,92,-1.0,-3,2,1.7,7,0.2,2
CCOC(=O)N1CCN(C(=O)c2cccn3c(=O)c4cc(Cl)ccc4nc23)CC1,3,102,104,-7.5,17,-12,1.1,-4,0.1,2

# Additional compounds.
SMILES,TLR4-MyD88 BLA,STAT3 activator,STAT1 activator,DTT redox prof,APP 5'UTR act,HMGR II inh,NF-kB expr up,STAT1 blocker,Hsp70 activator,STAT3 blocker
CC1CCN(C(=O)CSc2nnc(-c3cc4ccccc4cc3O)n2Cc2ccco2)CC1,13,94,99,0.1,-2,-4,0.99,2,-0.6,13
Cc1c(N=Cc2cc(Br)cc(Br)c2O)cccc1C(=O)O,-15,98,93,0.0,3,0,1.1,8,-0.3,0
CCCCCn1c(CN2CCN(c3cccc(Cl)c3)CC2)nc2c1c(=O)n(C)c(=O)n2C,-6,102,103,1.8,-4,.,.,-3,-0.4,4
COc1cc2nc(N3CCNCC3)nc(N)c2cc1OC,12,103,99,0.6,-3,-2,1.4,1,-0.5,-1
O=c1[nH]c(=S)[nH]c2[nH]c(=S)[nH]c12,1,104,103,0.5,17,-11,1.1,-5,-0.3,3
CN(C)/C=C/C(=O)c1cc(N2CCOCC2)ccc1[N+](=O)[O-],1,101,99,-1.2,9,-4,1.1,0,-0.2,3
CCOC(=O)c1cnc2c(C(F)(F)F)cccc2c1N1CCOCC1,8,94,98,1.9,8,-2,0.9,2,-0.4,11
N#CCSc1nnc(N)s1,-4,90,88,-0.3,-11,1,0.93,13,-0.4,14
COC(=O)NC(Nc1sc2c(c1C(N)=O)CCCC2)(C(=O)OC)C(F)(F)F (configuration not stated),1,100,99,0.2,10,3,1.1,1,-0.3,6
Cc1ccc(NC(=O)c2cccc(NC(=O)CCC(=O)O)c2)cc1C,3,101,102,-0.1,-2,0,1.3,-3,-0.4,1
CCOC(=O)c1cc(-c2ccccc2)n(CC(=O)N2CCCC2)c1C,-13,100,102,0.6,3,-6,0.94,-2,-0.5,10
O=C(/C=C/Nc1ccccc1F)c1cccs1,0,48,100,0.3,175*,1,7.2*,0,-0.2,61*
CS(=O)(=O)N(CC(=O)NCc1ccco1)c1ccc2c(c1)OCO2,7,104,96,-0.3,4,3,1.2,2,0.1,-3
Cc1cc(=O)n(CNC(=O)c2ccccc2)c(=S)[nH]1,-9,106,102,0.1,-12,-7,0.97,-2,-0.2,0
CC(C)(C)OC(=O)N1CCC(C(N)=O)CC1,-4,107,99,-2.7,-4,-4,1.4,2,-0.4,-8
COc1ccc(OC)c(C2C(C(=O)c3cccs3)=C(O)C(=O)N2c2cc(C)on2)c1 (configuration not stated),4,105,98,1.4,11,-1,1.1,2,-0.2,-1
CCOC(=O)N1CCN(C(=O)COc2ccc(Cl)cc2)CC1,-2,101,104,0.3,2,-2,1.1,-5,-0.2,-4
CCOc1ccc2c(c1)n([O-])c1c([n+]2=O)CCCC1,-17,101,102,-0.3,-9,-3,0.96,-3,-0.2,5
CCSc1nnc([C@@H]2CCCN2C(=O)OC(C)(C)C)o1,9,105,97,0.5,-8,0,1,3,-0.2,-6
N#Cc1c(-c2c(Cl)cccc2Cl)noc1/C=C/Nc1ccc(C(=O)O)cc1,5,92,98,-0.6,-6,-3,1.4,2,-0.2,17
Cc1ccc2nc(N3CCOCC3)c3nncn3c2c1,-3,94,112,0.8,33,2,1.3,-13,0.3,6
CCNC(=S)N(Cc1cc2cccc(C)c2[nH]c1=O)C1CCCC1,11,101,94,0.0,-10,-2,1.2,7,-0.2,-4
O=C(O)c1ccccc1SCc1ccc2c(c1)OCO2,2,107,100,3.0,3,2,0.9,0,-0.1,-4
O=C(NNC(=O)c1ccc(Cl)cc1Cl)c1cccs1,8,95,123,-1.2,59,4,1.8,-24,-0.2,9
Cc1ccc(S(=O)(=O)N(C)C)cc1NC(=O)c1ccccc1Br,1,103,106,-0.7,3,-2,1.1,-8,-0.2,-1
CCOC(=O)c1ccccc1NC(=O)c1c(O)c2ccccc2n(CC)c1=O,20,110,94,4.4,2,1,0.85,7,-0.2,-8
CCOC(=O)C1CCN(C(=O)CN(c2cccc(C(F)(F)F)c2)S(C)(=O)=O)CC1,-5,98,95,3.6,7,2,1.1,5,-0.5,9
CC(c1ccccc1)N1CC(C(=O)N2CCN(c3ccccc3)CC2)CC1=O (configuration not stated),-17,104,104,-1.7,3,3,0.91,-4,-0.2,4
CNC(=S)N1CCN(c2ccc(OC)cc2)CC1,-18,100,106,1.6,3,-4,1.1,-7,-0.2,7
Cc1c(C#N)c2ncn(CC#N)c(=O)c2n1-c1ccccc1,2,98,93,1.1,0,-2,1,6,-0.2,11
Cc1ccc(S(=O)(=O)NNC(=O)C(O)(c2ccccc2)c2ccccc2)cc1,-13,99,101,-0.1,-6,-5,1.3,-1,-0.6,-1
Cc1cccc2[nH]c(CN(C)C(=O)CC3C(=O)NCCN3CC(C)(C)C)nc12 (configuration not stated),2,98,95,7.1,5,-9,1.1,4,-0.1,6
CSc1ccc(S(=O)(=O)Nc2ccc3c4c(cccc24)CC3)cc1,-4,93,95,2.0,-4,-3,0.88,5,0.1,19
Cc1ccccc1C(=O)NC(C(=O)Nc1nc2c(s1)CCCC2)C(C)C (configuration not stated),10,107,100,-0.8,-18,-2,1.2,0,-0.4,-10
Cc1ccc(S(=O)(=O)NC(C(=O)O)c2ccccc2)cc1 (configuration not stated),-18,105,102,-0.6,-7,1,1.1,-4,-0.3,-3
O=C(CCS(=O)(=O)Cc1ccccc1)Nc1nc2c(s1)CCCC2,1,95,98,0.5,5,-4,1.1,2,-0.1,10
CCSc1nc2c(c(=O)[nH]c(=O)n2C)n1CC(O)COc1ccccc1C (configuration not stated),6,102,107,9.3,-21,-4,0.89,-8,-0.5,-2
CCn1nnc(NC(=O)c2cccnc2Cl)n1,-9,98,109,0.0,11,-2,0.96,-7,-0.2,3
CS(=O)(=O)Oc1ccc(/C=N/NC(=O)c2ccncc2)cc1,-6,105,105,0.0,-1,0,0.93,-6,-0.5,-8
Cc1ccc(NS(=O)(=O)c2ccc(Cl)s2)cc1S(=O)(=O)N(C)C,2,110,102,-0.1,2,2,1.1,-2,-0.3,-9
CCCCN(C)CCNC(=O)C(=O)c1c(C)[nH]c2ccccc12,9,100,100,-0.3,-18,-1,1.3,0,-0.2,5
Cn1c2ccccc2c2n[nH]c(=O)nc21,-14,91,108,-0.6,-14,8,1.2,-8,-0.1,19
C=CCOc1c(OC)cc(/C=N/Nc2cccc(C(=O)O)c2)c(Br)c1Br,-1,120,113,-0.3,-20,-6,1.6,-15,-0.3,-21
COc1ccc(NC(=S)NN2CCN(C)CC2)cc1OC,-1,99,103,0.6,-6,-1,0.92,-4,-0.1,-1
CN(C)c1nc(N)nc(CSc2ccccn2)n1,-12,88,106,-0.1,-8,6,1.2,-7,-0.2,14
Cc1c(Br)c([N+](=O)[O-])nn1CC(=O)Nc1ccc(C(C)C)cc1,1,98,100,-0.9,5,-7,0.92,-1,-0.4,6
CC(C)(C)C(=O)Nc1nnc(CC(=O)NCc2ccccc2)s1,14,111,100,-0.5,16,1,1,-3,-0.5,-8
CC(=O)c1sc(NC(=O)C2(F)C(F)(F)C(F)(F)C(F)(F)C(F)(F)C2(F)F)nc1C,5,55,66,-2.4,-12,-5,0.55,37*,-0.5,58*
Cc1cc(NC(=O)c2ccc(Cn3nc(C)c(Br)c3C)o2)no1,2,95,91,2.4,1,-4,0.96,10,-0.1,11
